# V-ATPase pH: regulators of yeast V-ATPase proton transport | S. cerevisiae, pHLuorin cytosolic pH fluorescence | response, % at 10 µM | 0.37% of 350,000 active | AID 504577; in the data active means response mostly above about 7.3%, no sharp cut-off; inactive means mostly below about 5.4%; further: actives read high; inactives centre near 0; some compounds called inactive have numbers as strong as hits; reference of the scale not given here
# CAL PDZ FP-1: inhibitors of human CAL PDZ peptide binding. Q9HD26. purified CAL PDZ, TMR-peptide fluorescence polarization, 1 h. inhibition, % at 20 µM. 0.02% of 330,000 active. AID 504414;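 active means highest replicate inhibition of at least 40%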;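 further: plate controls were DMSO neutral control wells for no effect and unlabeled competitor peptide control wells for full effect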
#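 material = purified tagged CAL PDZ domain construct (CerCALP) | compound dosing = 20 µM, one dose | times = 1 h at RT | measured by = fluorescence polarization from S- and P-plane intensities, G-factor corrected | read-out = inhibition from polarization loss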
# DAGLB inh: diacylglycerol lipase beta (human) inhibition. 0.059% of 340,000 active. Q8NCG7. inhibition, % at 5.17 µM. HEK293T DAGLB membrane lysate, EnzChek fluorogenic substrate. AID 504411; in the data active means inhibition above about 34%;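 further: 0% = enzyme with vehicle and 100% = wells lacking enzyme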
# Target sequence (Q8NCG7 whole entry, looked up): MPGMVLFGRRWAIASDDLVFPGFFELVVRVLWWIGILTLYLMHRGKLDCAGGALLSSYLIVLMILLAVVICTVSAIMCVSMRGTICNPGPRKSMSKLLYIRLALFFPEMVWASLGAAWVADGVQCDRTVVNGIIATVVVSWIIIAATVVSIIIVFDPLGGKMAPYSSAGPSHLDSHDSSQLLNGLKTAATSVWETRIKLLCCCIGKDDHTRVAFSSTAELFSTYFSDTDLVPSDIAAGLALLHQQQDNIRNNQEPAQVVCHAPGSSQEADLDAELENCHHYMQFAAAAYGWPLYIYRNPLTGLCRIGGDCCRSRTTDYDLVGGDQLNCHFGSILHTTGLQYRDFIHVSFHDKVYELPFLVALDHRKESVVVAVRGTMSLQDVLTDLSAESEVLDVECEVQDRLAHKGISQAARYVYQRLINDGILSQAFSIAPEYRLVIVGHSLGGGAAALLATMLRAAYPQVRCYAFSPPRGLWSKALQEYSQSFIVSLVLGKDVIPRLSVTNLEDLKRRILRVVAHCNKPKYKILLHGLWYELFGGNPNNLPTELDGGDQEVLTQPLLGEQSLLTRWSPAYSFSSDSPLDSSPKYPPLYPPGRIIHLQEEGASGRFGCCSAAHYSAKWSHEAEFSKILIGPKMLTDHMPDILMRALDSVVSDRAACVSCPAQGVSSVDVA
# Cardiac RTF inh: cardiac RTF calcium desensitization; IANBD-labeled cardiac RTF, Ca2+ fluorescence; inhibition, % at 7.15 µM; 0.12% of 340,000 active; AID 493244;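 active means inhibition above the mean inhibition of all tested compounds plus 3 SD, cut at about 17% in these data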;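 further: assay run at fixed EC70 calcium of 1.6 mM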
# Keap1 Nrf2 FP: disrupts human Keap1 binding to Nrf2 peptide; Q14145; Keap1 Kelch-Nrf2 peptide fluorescence polarization, 1536-well; inhibition, % at 9.4 µM; 0.15% of 340,000 active; in the data active means inhibition above about 12%;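 further: human Keap1 Kelch domain with fluorescein labeled Nrf2 9mer peptide probe; 0% = neutral control wells and 100% = peptide positive control; higher means more block of Keap1 binding to Nrf2 peptide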
# C-LANA FP: KSHV C-LANA DNA binding inhibition; MBP-C-LANA/FAM-LBS DNA binding, fluorescence polarization; inhibition, % at 9 µM; 0.078% of 340,000 active;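 active means highest replicate inhibition at or above 60% at 9 µM, even if other replicates fall short; inactive means all replicates below 60% inhibition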;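 further: 0% = neutral control wells and 100% = 4 µM acridine orange control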
# NSD2 HMT inh: blocks human histone methyltransferase NSD2. NSD2 peptide methylation, AlphaScreen, 120 min. inhibition, % at 12.5 µM. 0.54% of 310,000 active; in the data active means inhibition above about 50%
# Pemphigus Ab inh: human desmoglein-3 autoantibody binding inhibition; P32926; DSG3-coupled beads, scFv-anti-DSG3-GFP binding, flow cytometry; active compounds read low; binding (percent of control), % at 10 µM; 0.48% of 310,000 active; AID 588358;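 active means binding more than 3 SD below its plate's average and above zero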;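 further: hits lower antibody fragment binding to DSG3; some compounds called inactive have numbers as strong as hits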
# CAL PDZ FP-2: inhibitors of human CAL PDZ peptide binding; purified CAL PDZ, TMR-peptide fluorescence polarization, 1 h; inhibition, % at 24.9 µM; 0.92% of 300,000 active; AID 602252;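 active means mean inhibition of at least 30% with at least half of replicates also reaching 30%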;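 further: 0% = DMSO neutral control and 100% = excess unlabeled competitor peptide PRC23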
# Arr AP2 block: blocks beta-arrestin peptide binding to AP2 adaptin; inhibition, % at 10 µM; FITC-arrestin peptide / GST-AP2 beads, flow cytometry; AP2 beta2 appendage carries R879A mutation; AID 504490; 0.31% of 340,000 active;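 active means inhibition above a set limit, near 3 SD of compounds lacking own fluorescence, cut at about 54% in these data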;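 further: plate controls were DMSO wells for no effect and 5 µM unlabelled arrestin peptide for full effect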
#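 System: GST-tagged AP2 beta2-adaptin appendage (R879A) on 4 µm glutathione beads / Reagent: FITC-arrestin peptide, 50 nM / Detection: HyperCyt-sampled flow cytometry, FL1 channel, ex 488/em 535 nm / Timing: 12 min plus 1 h, RT / Buffer or medium: PBS plus Tween 20 (0.05%) and BSA (0.1%)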
# * = called active by the depositor; x = no result given.
# Every second line gives: V-ATPase pH, CAL PDZ FP-1, DAGLB inh, Cardiac RTF inh, Keap1 Nrf2 FP, C-LANA FP, NSD2 HMT inh, Pemphigus Ab inh, CAL PDZ FP-2, Arr AP2 block
CNc1snc(C)c1C(=O)OC(C)C(=O)c1ccc(F)cc1 (stereo not given)
  -2, -0.5, -6, -9, -3, 2.1, -4, 98, -1, -4
Cc1ccc(C2=Nc3ccccc3N=C(C(Cl)Cl)C2)cc1
  1, -2.0, 0, -4, 2, -0.8, 19, x, x, 12
COc1ccc(S(=O)(=O)N2CCc3ccccc32)cc1C(=O)N(CC(C)C)C1CCS(=O)(=O)C1 (stereo not given)
  9, -3.9, 4, -4, -3, -0.2, -1, 106, -2, -2
CCOc1cc(/C=C2/C(=O)ON=C2C)cc(Br)c1O
  -1, 2.0, -2, -5, -58, -1.0, 6, 98, -6, 9
COCCC1CCCCN1C(=O)c1cc(COc2ccc(-n3cncn3)cc2)on1 (stereo not given)
  -5, -3.9, -1, 2, -1, 1.0, 0, x, -4, 16
CCN(CC)CCN1C(=O)C(O)=C(C(=O)c2cc3cccc(OC)c3o2)C1c1ccc(F)cc1 (stereo not given)
  4, -1.1, -1, -13, -3, 0.2, 11, x, -9, 0
O=C(CSc1nncn1-c1ccccc1)NC1CCCC1
  -2, -2.2, 1, -10, -2, 0.6, 2, 100, 0, -10
COc1cc(/C=N/N(C)S(=O)(=O)c2ccc(C)cc2)cc([N+](=O)[O-])c1O
  -1, 1.0, 11, 0, -1, 3.5, 9, 102, -4, 1
Cc1ccccc1-n1c(SC(C)C(=O)N2CCN(C)CC2)nc2ccccc2c1=O (stereo not given)
  5, x, 2, 0, -4, 0.2, -5, 108, -4, -8
Cc1cccc(C)c1NC(=S)N(CCN(C)C)Cc1cccs1
  -1, -1.2, 0, -14, 2, -1.2, 1, x, -4, 11
CCOc1ccccc1N1CC(C(=O)N2CCOCC2)CC1=O (stereo not given)
  -3, 0.2, 2, -13, 4, 2.3, -1, 118, x, 4
O=C(CN1CCN(C(=O)c2ccco2)CC1)Nc1ccc(F)cc1F
  1, -0.4, 1, 0, -1, 0.2, -3, x, 89*, -7
CCO[C@H]1OC(C(=O)NC2CC2)=C[C@@H](c2ccc3c(c2)OCO3)[C@@H]1CCCO
  -1, -0.2, -6, 4, -1, 0.2, x, 101, -3, 26
O=S(=O)(Nc1nc2ccccc2nc1Cl)c1ccc2ccccc2c1
  -2, -0.7, 18, -11, 0, -0.7, x, 109, x, 3
COc1cc(OC)c(C(=O)CCCN2CCCC2)c(OC)c1
  -3, 0.5, -1, 2, 4, -0.2, x, 101, 0, -4
CCOC(=O)c1c(NC(=S)NCC2CCCO2)sc(C)c1C (stereo not given)
  2, 0.5, -3, 2, 0, -0.7, -1, 97, 2, 15
CCc1ccc(NC(=O)c2cc(-c3cccs3)on2)cc1
  0, -0.9, -2, -5, 3, -3.1, -2, 103, 17, 26
Cc1nc2ccccn2c1/C(O)=C1\C(=O)C(=O)N(CCCn2ccnc2)C1c1ccncc1 (stereo not given)
  5, -0.3, 0, -4, -5, 1.9, -4, 105, 4, 6
O=C1OC2(CCCCC2)OC(=O)C1=CNc1nccs1
  1, -0.6, 1, 15, -3, 1.0, -2, 107, -4, -1
COc1ccccc1N1CCN(C(=O)CCCn2nc(C)c([N+](=O)[O-])c2C)CC1
  1, -2.0, -1, 4, -4, -1.1, 5, 73, -3, 16
COc1ccc(CNC(=O)C(=O)NCCC2CCCCN2S(=O)(=O)c2ccc(C)cc2)cc1 (stereo not given)
  -5, -1.2, -5, 1, -6, 1.2, -2, 112, -2, -1
CCOc1cc2[nH]c(=O)n(CCCC(=O)NCc3ccco3)c(=O)c2cc1OCC
  -1, -1.1, -1, 2, 5, 0.2, -4, 103, -2, -7
Cc1ccc(/C=N/Nc2nncc(-c3ccccc3)n2)o1
  3, 0.1, x, x, 1, -1.5, -6, 98, 3, -9
CCOc1ccc(Oc2c(/C=N/NC(=O)C3CC3)c(C)nn2-c2ccccc2)cc1
  -2, -0.4, -2, -3, -4, 0.1, 7, 97, 1, 2
Cc1snc(SCC(=O)c2ccc([N+](=O)[O-])cc2)c1C#N
  -1, 0.2, 4, 2, 3, 0.0, 5, 99, 1, 12
CCCCn1c(N)c(N(CCOC)C(=O)CSc2nc3ccc(C)cc3[nH]2)c(=O)[nH]c1=O
  1, -3.9, 0, 6, 2, -0.7, x, 101, 0, 6
CSCc1ccc(C(=O)NC2CC(C)(C)Cc3c2cnn3-c2ccc(F)cc2)o1 (stereo not given)
  -1, -3.0, -1, -4, 4, -0.3, 2, 99, -4, -1
COc1cc2c(cc1OC)C(COc1ccccc1OC)N(C(=O)C(C)C)CC2 (stereo not given)
  -4, -0.2, 0, -6, -1, 0.5, 1, 97, 2, -18
Cc1onc(C(=O)Nc2sc3c(c2C#N)CCCC3)c1[N+](=O)[O-]
  -4, -2.0, 3, 0, -3, 0.9, 1, 90, -3, -3
O=C(c1ccncc1)N1N=C(C2CC2)CC1(O)C(F)(F)F (stereo not given)
  2, -3.0, 3, -4, 4, -0.6, 1, 85, -3, 2

# Profiles from above:
# Listed for `Cc1nc2ccccn2c1/C(O)=C1\C(=O)C(=O)N(CCCn2ccnc2)C1c1ccncc1` (stereo not given) : V-ATPase pH: 5; CAL PDZ FP-1: -0.3; DAGLB inh: 0; Cardiac RTF inh: -4; Keap1 Nrf2 FP: -5; C-LANA FP: 1.9; NSD2 HMT inh: -4; Pemphigus Ab inh: 105; CAL PDZ FP-2: 4; Arr AP2 block: 6
# Listed for `COCCC1CCCCN1C(=O)c1cc(COc2ccc(-n3cncn3)cc2)on1` (stereo not given) : V-ATPase pH: -5; CAL PDZ FP-1: -3.9; DAGLB inh: -1; Cardiac RTF inh: 2; Keap1 Nrf2 FP: -1; C-LANA FP: 1.0; NSD2 HMT inh: 0; Pemphigus Ab inh: x; CAL PDZ FP-2: -4; Arr AP2 block: 16

# Some of the entries above in another layout.
> Cc1onc(C(=O)Nc2sc3c(c2C#N)CCCC3)c1[N+](=O)[O-]
- V-ATPase pH: -4
- CAL PDZ FP-1: -2.0
- DAGLB inh: 3
- Cardiac RTF inh: 0
- Keap1 Nrf2 FP: -3
- C-LANA FP: 0.9
- NSD2 HMT inh: 1
- Pemphigus Ab inh: 90
- CAL PDZ FP-2: -3
- Arr AP2 block: -3
> COc1cc2c(cc1OC)C(COc1ccccc1OC)N(C(=O)C(C)C)CC2 (stereo not given)
- V-ATPase pH: -4
- CAL PDZ FP-1: -0.2
- DAGLB inh: 0
- Cardiac RTF inh: -6
- Keap1 Nrf2 FP: -1
- C-LANA FP: 0.5
- NSD2 HMT inh: 1
- Pemphigus Ab inh: 97
- CAL PDZ FP-2: 2
- Arr AP2 block: -18
> CCOC(=O)c1c(NC(=S)NCC2CCCO2)sc(C)c1C (stereo not given)
- V-ATPase pH: 2
- CAL PDZ FP-1: 0.5
- DAGLB inh: -3
- Cardiac RTF inh: 2
- Keap1 Nrf2 FP: 0
- C-LANA FP: -0.7
- NSD2 HMT inh: -1
- Pemphigus Ab inh: 97
- CAL PDZ FP-2: 2
- Arr AP2 block: 15
> COc1ccc(CNC(=O)C(=O)NCCC2CCCCN2S(=O)(=O)c2ccc(C)cc2)cc1 (stereo not given)
- V-ATPase pH: -5
- CAL PDZ FP-1: -1.2
- DAGLB inh: -5
- Cardiac RTF inh: 1
- Keap1 Nrf2 FP: -6
- C-LANA FP: 1.2
- NSD2 HMT inh: -2
- Pemphigus Ab inh: 112
- CAL PDZ FP-2: -2
- Arr AP2 block: -1

# Following part:
# Every second line gives: V-ATPase pH, CAL PDZ FP-1, DAGLB inh, Cardiac RTF inh, Keap1 Nrf2 FP, C-LANA FP, NSD2 HMT inh, Pemphigus Ab inh, CAL PDZ FP-2, Arr AP2 block
CCN1CCN(C(=O)C2CCN(S(=O)(=O)c3ccc(SC)cc3)CC2)CC1
  -5, -3.4, 0, -5, 1, 2.0, 4, 115, x, -3
Cc1ccc(CCN2CCN=C2Nc2ccccc2)cc1
  0, -0.1, 1, -3, -5, 0.0, x, 104, -3, 3
CC(C)=C1SC(N2CCCCC2)=NC1=O
  6, 0.3, -1, -1, 0, 0.8, -1, 108, -6, 13
CC(C)(C)c1ccc(S(=O)(=O)N2CCc3nc4ccccc4c(C(=O)O)c3C2)cc1
  0, x, 1, -3, -7, 0.0, 0, x, -7, 4
CCc1c(C)nc2ncnn2c1NCCc1ccc(OC)c(OC)c1
  6, 0.6, 1, -6, -1, 0.9, 0, 96, x, -10
O=C(Nc1ccccc1)c1cc(S(=O)(=O)N2CCSCC2)ccc1Cl
  3, -0.5, -2, -6, -3, 0.2, -2, 114, x, 14
COc1ccc(-c2[nH]ncc2CN2CCN(Cc3cccs3)CC2)cc1F
  -2, -0.9, -1, -8, -7, 0.8, 4, 113, -4, -8
Cc1ccc(OCCNC(=O)c2cc(=O)[nH]c3ccccc23)cc1
  -1, -2.8, 1, 1, 0, -1.0, 1, 103, -12, 4
Cc1ccc(C)c(S(=O)(=O)N2CCN(C(=O)C3CC3C)CC2)c1 (stereo not given)
  4, -1.9, 3, -7, 1, 1.1, -2, 96, x, 15
CN(Cc1ccccc1Cl)C(=O)CNC(=O)C12CC3CC(CC(C3)C1)C2
  -1, -1.7, -3, -15, -1, -0.3, x, 104, -9, -18
COc1ccc(CCN2C(=O)NC(NC(=O)CCc3ccccc3)(C(F)(F)F)C2=O)cc1OC (stereo not given)
  1, -0.5, -2, -4, 0, -0.1, 0, 114, 1, 30
COC(=O)CC1C(=O)NCCN1C(=O)Nc1ccc(Cl)cc1 (stereo not given)
  0, -0.2, -4, -4, -5, 1.5, 6, 102, -3, -2
COC(=O)CCC(=O)COc1ccc(OC)cc1C#N
  1, 0.3, -3, 3, 2, 0.8, -1, 107, -7, -3
CCOc1ncccc1C(=O)NCCc1ccc(Cl)cc1
  6, -0.9, -6, -5, -2, 0.5, 0, 90, -2, -5
COc1ccc(C(=O)NCc2ccc(N3CCN(C)CC3)cc2)cc1
  -2, 0.8, 0, -3, -2, 0.5, 5, 93, -5, 4
CCC(=O)Nn1c(C)nnc1C
  1, -0.1, -3, -3, -5, 3.2, 3, 102, -2, 2
COc1cccc(Cn2c(Oc3ccccc3)nc3c2c(=O)n(C)c(=O)n3C)c1
  -2, -4.4, -1, -3, 1, -0.1, -2, 105, 12, 0
Cc1cc2nc(-c3ccc(SCC(=O)Nc4nccs4)nc3)[nH]c2cc1C
  0, -1.4, 0, 0, -4, -0.4, 0, 120, -3, 2
CNC(=O)C(NC(=O)c1ccccc1)=C(C)C
  -7, -1.5, -2, -11, 5, 4.1, x, 100, 8, 21
CSc1nc2ccc(NC(=O)c3cccs3)cc2s1
  2, -3.7, -5, -9, -3, -0.4, -1, 28*, x, 1
CC(C)(C)C(=O)COC(=O)c1ccc(O)cc1
  4, -1.5, 0, 2, -2, -0.3, -1, 98, -2, 1
C(=C\c1ccccc1)/CNn1cnnc1
  -1, -0.5, -1, -18, 1, -0.5, 1, 84, -2, 9

# High-throughput results as filed in PubChem.

# Some of the compounds tested; count on the stated rates, not on these rows.
